# CSM14.1 death rescue: rescue of cells from ER stress-induced death, primary screen, 384-well, CSM14.1, thapsigargin, ATP luminescence (AID 1222). CSM14.1 thapsigargin-induced death rescue, ATP luminescence; higher % means a stronger effect. one-dose cellular ATP content (survival), % at 20 µM; EC50 in µM for titrated hits. 190,000 tested, under 10 active;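 active = EC50 below 50 µM in the dose-response confirmation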;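 also: death triggered by thapsigargin at about 15 µM added after 2 h compound pretreatment; cell ATP read after overnight thapsigargin exposure of roughly 18 to 22 hours; normalized against plate controls of thapsigargin alone and 5% DMSO vehicle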
# KOR beta-arrestin-1: kappa opioid receptor activators – cell-based, luminescence, uHTS, primary screen (AID 1777); activation, % at 10 µM; hits with a dose series show EC50 in µM; actives 0.02% (n = 280,000); KOR beta-arrestin recruitment, luminescence; higher % means a stronger effect; in the data active = activation above about 50%, passing the limit was not always enough; also: a part of the inactive calls stands beside numbers as strong as those of hits
# TNAP activators: human TNAP enzyme activators, primary screen, biochemical, luminescent, no phosphate acceptor, uHTS (AID 1001); purified TNAP, luminescent activation assay, no phosphate acceptor; higher activation fold means a stronger effect; activation fold at 20 µM, or EC50 in µM where a hit was titrated; actives 0.03% (n = 200,000); in the data active = activation fold from about 3, or a potency from the dose series; inactive = the rest, 99 in 100 with activation fold below about 1.6; also: many of its hits are not listed in these tables
# GPR55 activation: selective activators of receptor GPR55 – imaging, U2OS cells, beta-arrestin-GFP redistribution, primary screen (AID 1961). one-dose activation, % at 10 µM; EC50 in µM for titrated hits. U2OS GPR55 beta-arrestin-GFP redistribution imaging; higher % means a stronger effect. actives 0.048% (n = 290,000);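 active = activation above 40% with more than 50 cells counted in the well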;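 also: U2OS osteosarcoma cells stably expressing GPR55 and beta-arrestin-GFP; plate controls were DMSO negative control for no effect and LPI positive control for full effect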
# NOD1 inhibition: inhibition of NOD1-driven NF-kB reporter – cell-based, luminescence, uHTS, primary screen (AID 1578); NOD1-driven NF-kB luciferase reporter cells, luminescence; higher % means a stronger effect; actives 1% (n = 290,000); inhibition, % at 4 µM, or EC50 in µM where a hit was titrated; in the data active = inhibition mostly above about 36%, no sharp cut-off; inactive = mostly below about 34%;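 also: HEK-293T reporter cells stimulated with the NOD1 agonist gamma-tri-DAP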
# KOR beta-arrestin-2: kappa opioid receptor blockers – cell-based, luminescence, uHTS (AID 1778); KOR beta-arrestin recruitment, luminescence, antagonist mode; higher % means a stronger effect; actives 0.091% (n = 290,000); one-dose inhibition, % at 10 µM; IC50 in µM for titrated hits; also: strong numbers were not always called active
# Yfh1-depleted yeast: mitochondrial function rescue without frataxin homolog – Friedreich's ataxia, plus single-dose screen, dose response (AID 1465). S. cerevisiae Yfh1-off respiration, WST-1 reduction, 72 h; higher fold induction means a stronger effect. one-dose fold induction at 50 µM; EC50 in µM for titrated hits. actives 0.074% (n = 220,000);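 active = fold induction of absorbance versus untreated yeast above a set limit, then at least 30% activation at any dose in follow-up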;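 also: activators that raise dye reduction in frataxin-depleted yeast; strong numbers were not always called active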
# HEK293 NOD2/NF-kB: NOD2 signaling inhibitors, cell-based, luminescence, uHTS, HEK293 (AID 1566); HEK293 NOD2/NF-kB luciferase reporter, luminescence; higher % means a stronger effect; one-dose inhibition, % at 4 µM; EC50 in µM for titrated hits; actives 0.63% (n = 290,000); also: many of its hits are not listed in these tables
# NTR1 agonist: agonists of NTR1, primary screen, imaging, U2OS cells, beta-arrestin-GFP, high content (AID 493036) | P30989 | NTR1-U2OS beta-arrestin-GFP spot imaging, agonist mode | activation, % at 20 µM | actives 0.17% (n = 330,000);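 active = activation at or above 40% of the spot to cytoplasm intensity ratio, with at least 20 cells analyzed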;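 also: 0% = DMSO without peptide and 100% = 100 nM NTR1 peptide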
# Target sequence (P30989 whole entry, looked up): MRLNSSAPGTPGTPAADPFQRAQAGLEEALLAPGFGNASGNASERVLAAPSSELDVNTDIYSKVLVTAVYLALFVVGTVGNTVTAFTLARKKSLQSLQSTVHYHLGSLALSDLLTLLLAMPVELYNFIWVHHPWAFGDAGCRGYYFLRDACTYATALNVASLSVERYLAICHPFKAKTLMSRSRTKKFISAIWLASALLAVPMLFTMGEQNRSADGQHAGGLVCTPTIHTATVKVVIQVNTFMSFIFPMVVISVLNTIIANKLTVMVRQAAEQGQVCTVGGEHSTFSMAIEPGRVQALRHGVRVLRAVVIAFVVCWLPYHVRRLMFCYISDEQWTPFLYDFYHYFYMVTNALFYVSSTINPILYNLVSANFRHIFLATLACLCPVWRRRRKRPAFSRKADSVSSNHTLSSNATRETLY
# NTR1 agonist cell count 20 µM: recorded beside NTR1 agonist, whose call it bears; cell count; measured here: cell count, cytotoxicity flag
# * marks the source's active call; other numbers are inactive results; i = inactive; / = not tested or not shown; [ ] = another dose, or the depositor's remark. Rule as the data show it, unless noted: active = inhibition above about 50%; inactive = the rest. Not all compounds are listed. The share of hits here may be higher or lower than overall.
# Results follow in this order: CSM14.1 death rescue	KOR beta-arrestin-1	TNAP activators	GPR55 activation	NOD1 inhibition	KOR beta-arrestin-2	Yfh1-depleted yeast	HEK293 NOD2/NF-kB	NTR1 agonist	NTR1 agonist cell count 20 µM
CCOC(=O)C1C(=O)C=C(c2ccc(C)cc2)CC1c1cccc([N+](=O)[O-])c1 (configuration not stated)
 : 0.2%	0.1%	0.9	0.3%	-12%	-28%	i	4%	-0.6	49
CC(C(=O)Nc1ccc2c(c1)OCCO2)n1nnc(-c2ccccc2)n1 (configuration not stated)
 : -0.2%	/	1	-0.1%	-7%	-2%[20 µM]	i	10%	-0.4	63
Cc1nc(-c2c(-c3ccc(O)cc3O)noc2C(F)(F)F)cs1
 : 0.2%	-7.5%	1	-0.1%	44%	-31%	i	7%	0.0	35
CCOC(=O)c1c(NC(=S)Nc2ccccc2)sc2c1CCN(C)C2
 : -1.8%	-2.0%	1	0.2%	/	-7%	i	-11%	0.8	36
Cc1ncc([N+](=O)[O-])n1CC(O)CCl (configuration not stated)
 : -1.4%	-1.1%	1.1	-0.1%	-19%	-1%	i	18%	-0.7	60
O=S(=O)(Cc1ccccc1Cl)N1CCCC1
 : -0.7%	-0.5%	1	0.0%	16%	21%	i	-5%	1.2	33
CCCCCN=CC1=C(O)CC(c2ccccc2)CC1=O (configuration not stated)
 : 0.4%	0.8%	1	0.9%	-45%	-28%	i	4%	-1.1	70
O=C(Nc1nnc(CCc2ccccc2)s1)c1ccccc1F
 : /	-1.4%	/	0.0%	-34%	-27%[20 µM]	/	-13%	-0.6	42
O=C(CCC(=O)OC(C(=O)c1ccccc1)c1ccccc1)Nc1ccccc1 (configuration not stated)
 : -0.7%	3.6%	1.1	0.2%	-1%	13%	i	5%	0.0	76
O=C(c1ccnc(Cl)c1)N1CCCC(N2CCN(c3ccccc3F)CC2)C1 (configuration not stated)
 : /	-0.3%	/	-0.1%	-9%	-12%	/	9%	0.1	47
COc1cc(/C=N\n2cnnc2)ccc1OCC(=O)Nc1ccc(C)cc1
 : -0.1%	-1.2%	1.1	-0.1%	-8%	23%	i	12%	10	64
O=C(C1CC1)N1CCc2sccc2C1c1ccc(Cl)cc1 (configuration not stated)
 : /	-0.8%	/	-0.1%	-2%	-20%	i	21%	-0.6	53
CCOC(=O)c1cnc(SC)nc1Sc1ccc(Cl)cc1Cl
 : -1.5%	-0.4%	1.1	-0.1%	4%	4%	i	19%	8.2	42
CCCOC(=O)CCCC[C@H]1SC[C@@H](NC(=O)OC)[C@H]1NC(=O)OC
 : 0.6%	-2.1%	1.1	-0.4%	-19%	-15%	i	5%	-0.6	90
O=C1NN(c2ccccc2)C(=O)/C1=C/c1coc2ccccc2c1=O
 : -3.6%	-1.1%	1	0.2%	-45%	-4%	i	-80%	1.0	55
O=c1[nH]c(/C(Cl)=C/c2cccc(C(F)(F)F)c2)nc2cc(Cl)ccc12
 : 0.1%	5.8%	1	0.2%	-6%	-12%	i	1%	-0.4	62
CNC(=S)NNC(=O)c1cccc(N(C)C)c1
 : 0.0%	-5.7%	1.8	-0.2%	-57%	-12%	i	4%	0.1	30
CCC1(C)Cc2ccccc2-c2c1c(=O)n(Cc1ccccc1)c1nnnn21 (configuration not stated)
 : -1.2%	-3.4%	1.1	-0.4%	10%	13%	i	19%	2.9	51
Cc1ccc(-n2nc3c(N4CCC(C(=O)NCc5ccc(C)o5)CC4)nnc(C)c3c2C)cc1
 : /	-0.8%	/	-0.1%	-12%	8%	/	31%	4.3	66
CC(NC(=O)CCSc1nc(-c2ccco2)cc(C(F)(F)F)n1)c1ccccc1 (configuration not stated)
 : 0.3%	1.2%	1.1	-0.1%	12%	-30%	i	7%	2.8	78
OC1CCCN(c2c3c(nc4cc(-c5cccc(Cl)c5)nn24)CCC3)C1 (configuration not stated)
 : 0.0%	-7.2%	1.1	-0.2%	-2%	10%	i	18%	13	47
CCOC(=O)N1CCN(C(=O)Cn2nc(C)n3nc(-c4ccccc4)cc3c2=O)CC1
 : /	-0.2%	/	-0.1%	16%	2%	/	11%	-0.8	56
Cc1cc(=O)oc2c(CN3CCN(C)CC3)c(O)c(Cl)cc12
 : /	-1.1%	1.1	0.1%	8%	-1%	/	16%	-0.7	36
CC(NCCc1ccc(S(N)(=O)=O)cc1)C(=O)NCCc1ccc(F)cc1 (configuration not stated)
 : /	-0.2%	/	-0.1%	-1%	-3%	/	-10%	-1.5	112
COc1cccc(CSc2nnc(-c3ccncc3)n2C)c1
 : /	0.7%	/	-0.3%	-15%	-30%[20 µM]	/	6%	0.7	58
Cc1c(C(=O)NC(C)C)sc2ncn(CC(=O)N3CCC(C)CC3)c(=O)c12
 : 4.6%	-6.3%	1.1	-0.2%	-9%	-24%	i	2%	-0.9	37
NC1=NC(c2ccc(Cl)cc2)C(C(=O)c2ccccc2)N1 (configuration not stated)
 : /	-2.7%	/	-0.1%	-2%	14%	i	-4%	0.8	39
Cc1ccc(NC2CC(=O)N(c3ccc(N4CCCCC4)cc3)C2=O)cc1 (configuration not stated)
 : -2.7%	2.5%	1.1	-0.1%	-10%	-22%	i	1%	0.4	47
CC(C(=O)Nc1nccs1)N1C(=O)C2CC=CCC2C1=O (configuration not stated)
 : -1.5%	-0.3%	1.1	0.3%	-14%	36%	i	2%	8.5	92
Cc1cc(C)n(/N=C/c2ccccc2O)c(=O)c1
 : 0.4%	-1.5%	1	0.2%	-14%	15%[20 µM]	i	8%	5.1	23
CCCCC(=O)Nc1c2c(nn1-c1cccc(C)c1C)CS(=O)(=O)C2
 : /	4.4%	/	0.0%	-4%	5%	/	11%	0.5	70
CC(C)CN1CCN(Cc2ccc(C#CC(C)(C)O)cc2)CC1CCO (configuration not stated)
 : 0.5%	/	1	-0.2%	-18%	-12%	i	22%	-0.1	66
Cc1ccc(NC(=O)CCCCCC2NC(=O)NC2C)cc1 (configuration not stated)
 : 0.1%	2.6%	1.1	-0.1%	1%	26%	i	6%	-1.0	45
Cc1sc2ncnc(NCCN3CCOCC3)c2c1C
 : -2.7%	-0.6%	1.1	0.1%	-4%	-26%	i	6%	0.9	56
COc1ccc(-c2nc3ccc(C)cc3c(=O)o2)cc1OC
 : /	-4.6%	/	0.2%	-16%	3%[20 µM]	/	21%	2.9	61
O=C(c1ccc([N+](=O)[O-])s1)N1CCCc2ccccc21
 : /	-4.6%	/	-0.1%	22%	12%	/	37%	-0.4	51
O=S(=O)(c1ccc(F)cc1)n1ccc(-c2cccc(OCc3c(F)cccc3Cl)c2)n1
 : 18%	12%	1.1	0.0%	18%	-13%	i	-6%	/	/
Cc1cc(C)cc(C(=O)Oc2cc(C)[nH]c(=O)c2[N+](=O)[O-])c1
 : /	-3.3%	/	-0.2%	-10%	20%	/	7%	0.4	60
CC(=O)c1c(C)[nH]c(C(=O)OCC(=O)N2CCc3ccccc32)c1C
 : 0.0%	6.3%	1	0.2%	-18%	-22%	/	-15%	7.7	72
N#Cc1ccc(NC(=S)NCCN2CCOCC2)cc1
 : 2.2%	4.2%	1	-0.2%	-41%	-4%	i	7%	1.1	52
COC(=O)C1CCN(S(=O)(=O)c2c(C)n(C)c(=O)n(C)c2=O)CC1
 : -2.0%	-2.7%	1	-0.1%	23%	-22%	i	6%	5.0	40
O=C(/C=C/c1cccc(Cl)c1)Nn1c(-c2cccs2)nc2ccccc2c1=O
 : -0.3%	5.8%	1.1	-0.2%	0%	-11%	i	-1%	-0.2	97
Cc1ccc(NC(=O)CSc2n[nH]c(-c3ccco3)n2)c(C)c1
 : -0.9%	0.7%	1	-0.2%	-59%	-1%	i	-4%	0.2	44
CC1C/C(=N/N2C(=O)CSC2=S)CC(C)(C)C1 (configuration not stated)
 : 3.2%	-1.3%	1	0.6%	8%	1%	i	26%	0.4	38
O=C(c1cccs1)N1CCN(S(=O)(=O)c2cccs2)CC1
 : -2.3%	-1.1%	1.1	-0.2%	-29%	-8%	i	1%	-0.3	61
COc1cc(NC(=O)CCS(=O)(=O)c2ccc3c(c2)oc(=O)n3C)cc(OC)c1
 : /	3.2%	/	0.7%	0%	-29%	/	1%	-0.5	61
Nc1ccccc1S(=O)(=O)C(F)F
 : /	/	/	-0.1%	-2%	6%	i	10%	0.0	43
CC(=O)N1C(=O)C2(C(C#N)=C(N)Oc3n[nH]c(-c4ccccn4)c32)c2ccccc21 (configuration not stated)
 : 0.4%	2.4%	1.2	0.2%	-21%	-20%	/	13%	0.6	50
O=c1cc(O)c2sc(Nc3ccc(F)c(Cl)c3)nc2[nH]1
 : -0.2%	0.7%	1.1	-0.3%	-28%	9%	i	-9%	0.0	96
CCOc1ccccc1N1Cc2ccccc2C1
 : -1.5%	-2.0%	1.1	-0.1%	14%	-12%	/	-1%	-1.8	59
Cc1cc(C)c2c(CC(=O)NCCc3ccccc3)coc2c1
 : /	1.3%	1.1	0.5%	-46%	-29%	i	-12%	-2.7	58
Cc1cc(C(=O)N2CCN(Cc3ccc4c(c3)OCO4)CC2)cs1
 : 2.8%	1.0%	1	-0.1%	-18%	27%	i	-4%	0.2	55
COc1ccc(C(C)C)cc1S(=O)(=O)Nc1ccc(Cl)cn1
 : -2.8%	0.2%	1.1	0.2%	7%	-11%	i	-6%	-2.2	62
Cc1cc(OCCCC(=O)N2CCCCC2)cc(C)c1Cl
 : /	-1.4%	1.1	-0.1%	-15%	18%	i	0%	-0.3	39
c1ccc2c(c1)ncn2Cc1nnc2sc(-c3ccncc3)nn12
 : 0.0%	0.6%	0.9	-0.3%	-9%	0%	i	-10%	1.5	66
CCCSc1n[nH]c(NC(C)=O)n1
 : -1.5%	-5.0%	0	-0.1%	0%	-11%	i	-4%	-1.0	52
CCOc1ccc(C(=O)Nc2cccc3ncccc23)cc1Cl
 : /	3.8%	/	-0.2%	9%	-8%[20 µM]	/	20%	0.0	64
Cc1ccc(C2CCN(C(=S)Nc3cccc(C)c3)C2)cc1 (configuration not stated)
 : -0.1%	5.0%	1.2	0.1%	-20%	8%	i	1%	3.4	51
Cc1[nH]c(C)c(S(=O)(=O)N(Cc2ccccc2)C(C)(C)C)c1C(=O)N1CCCC1
 : /	-0.3%	/	0.2%	-9%	-11%	/	-7%	0.0	44

# Shown with tabs: part of the list above.
SMILES	CSM14.1 death rescue	KOR beta-arrestin-1	TNAP activators	GPR55 activation	NOD1 inhibition	KOR beta-arrestin-2	Yfh1-depleted yeast	HEK293 NOD2/NF-kB	NTR1 agonist	NTR1 agonist cell count 20 µM
CC(=O)N1C(=O)C2(C(C#N)=C(N)Oc3n[nH]c(-c4ccccn4)c32)c2ccccc21 (configuration not stated)	0.4%	2.4%	1.2	0.2%	-21%	-20%	/	13%	0.6	50
O=c1cc(O)c2sc(Nc3ccc(F)c(Cl)c3)nc2[nH]1	-0.2%	0.7%	1.1	-0.3%	-28%	9%	i	-9%	0.0	96
